hgDAF-12 ag: agonists of H. glycines DAF-12 nuclear receptor; AID 687014; 370,000 tested, 1.8% active; activation, % at 6.8 µM; HEK293 GAL4-hgDAF12 UAS-luciferase reporter, agonist luminescence; normalized to butyrate control;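 active = activation above a cutoff set at the mean of all screened compounds plus 3 SD, cut at about 10% in these data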;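 also: 0% = DMSO wells and 100% = sodium butyrate wells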
NPR1 activator: GC-A (human) enzyme activation. activation, % at 10 µM. AID 1671463. HEK293 GC-A cells, cGMP TR-FRET, EC30 ANP; 0% at EC30 ANP, 100% saturating ANP. 370,000 tested, 0.14% active. P16066; in the data active = activation above about 40%
hcDAF12 agonist: activates DAF-12 receptor from parasite H. contortus | HEK293 hcDAF-12 lit1-tk-luc reporter, luminescence; 0% DMSO, 100% Δ7-dafachronic acid | activation, % at 6.8 µM | 370,000 tested, 1.4% active;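 active = activation above the mean of all tested compounds plus 3 SD, cut at about 5.5% in these data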;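 also: 100% = response to 3 µM Δ7-dafachronic acid high control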
HGIII-sPLA2 inh: Blocks human group III sPLA2 activity. 370,000 tested, 0.56% active. inhibition, % at 12.2 µM. QFRET BODIPY PC-A2 liposome hydrolysis, fluorescence. Q9NZ20;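 active = inhibition above mean plus 3 SD of compounds lying within the high and low control bounds, cut at about 19% in these data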;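 also: 0% = median of test compound wells and 100% = no enzyme DMSO wells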
Target sequence (Q9NZ20 whole entry, looked up): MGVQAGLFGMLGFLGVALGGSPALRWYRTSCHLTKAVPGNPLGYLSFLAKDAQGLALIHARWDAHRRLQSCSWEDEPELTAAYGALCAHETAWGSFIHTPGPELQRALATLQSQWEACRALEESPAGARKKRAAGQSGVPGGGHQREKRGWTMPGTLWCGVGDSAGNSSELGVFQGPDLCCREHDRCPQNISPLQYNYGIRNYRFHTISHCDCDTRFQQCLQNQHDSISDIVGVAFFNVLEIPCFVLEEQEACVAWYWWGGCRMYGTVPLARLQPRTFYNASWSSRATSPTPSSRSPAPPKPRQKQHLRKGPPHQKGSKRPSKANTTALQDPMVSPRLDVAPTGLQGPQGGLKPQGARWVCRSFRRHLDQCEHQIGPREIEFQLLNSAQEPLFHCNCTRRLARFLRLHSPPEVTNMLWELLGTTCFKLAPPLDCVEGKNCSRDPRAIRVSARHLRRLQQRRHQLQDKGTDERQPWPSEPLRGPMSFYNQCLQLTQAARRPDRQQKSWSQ
proKLK7 act: proKLK7 (human) activation, primary screen; activation, % at 7 µM; 370,000 tested, 0.9% active; AID 652039; purified proKLK7, EDANS-DABCYL substrate fluorescence; 100% is mature enzyme control, 0% vehicle; P49862;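 active = activation above the mean of all tested compounds plus 3 SD, computed per campaign excluding outliers beyond control limits, cut at about 13% in these data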
Target sequence (P49862 whole entry, looked up): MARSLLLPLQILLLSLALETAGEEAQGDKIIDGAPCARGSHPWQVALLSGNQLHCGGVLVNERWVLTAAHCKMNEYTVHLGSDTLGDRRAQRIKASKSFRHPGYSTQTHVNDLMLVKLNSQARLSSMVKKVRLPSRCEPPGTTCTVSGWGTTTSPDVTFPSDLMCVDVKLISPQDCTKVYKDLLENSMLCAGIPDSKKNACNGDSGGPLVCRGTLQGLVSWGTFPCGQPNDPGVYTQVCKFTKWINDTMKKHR
SMARCA2 activ: SMARCA2 function activation, primary screen; MG213 cells, MMTV-luciferase reporter, dexamethasone, overnight; activation, % at 9.1 µM; 370,000 tested, 1% active; in the data active = activation above about 7.8%;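 also: 0% = vehicle wells and 100% = reference activator wells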
ssDAF12 agonist: activates DAF-12 receptor from parasite S. stercoralis; AID 652126; activation, % at 6.8 µM; HEK293 ssDAF-12/GRIP1 lit1-tk-luc reporter, luminescence; % of 3 µM dafachronic acid response; 370,000 tested, 1% active;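 active = activation above the mean over all tested compounds plus 3 SD, cut at about 0.9% in these data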;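 also: 0% = DMSO-only wells and 100% = 3 µM delta7-dafachronic acid wells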
DAX1 inh-1: inhibitors of DAX1 repression of SF-1 activated StAR promoter. HEK293T StAR-luciferase reporter, SF-1/DAX-1 repression relief. inhibition, % at 6.8 µM. 370,000 tested, 1.1% active. AID 652010;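 active = inhibition above the mean over all tested compounds plus 3 SD, cut at about 3.6% in these data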;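 also: 0% = DAX-1 cells with DMSO and 100% = cells lacking DAX-1 with DMSO; higher inhibition means more luminescence from relief of DAX-1 repression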
DAX1 inh-2: inhibitors of human orphan nuclear receptor DAX1 (NR0B1). HEK293 Gal4-DAX1 luciferase reporter, luminescence. inhibition, % at 6.75 µM. 340,000 tested, 0.99% active. AID 504766;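 active = inhibition above the mean over all tested compounds plus 3 SD, cut at about 4.2% in these data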;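 also: 0% = DAX1-transfected cells with DMSO and 100% = empty-vector control cells with DMSO; inhibition shows as a rise in luminescence from relieved DAX1 repression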
Target sequence (P51843 207-470 limits assumed): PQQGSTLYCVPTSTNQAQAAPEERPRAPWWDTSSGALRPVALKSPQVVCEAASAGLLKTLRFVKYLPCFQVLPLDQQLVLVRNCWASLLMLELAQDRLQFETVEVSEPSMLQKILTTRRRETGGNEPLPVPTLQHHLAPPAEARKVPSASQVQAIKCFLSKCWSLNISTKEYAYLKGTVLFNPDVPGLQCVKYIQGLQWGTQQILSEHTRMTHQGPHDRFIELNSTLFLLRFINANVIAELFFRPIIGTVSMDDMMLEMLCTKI
GAA850 FXN act: increases GAA850 frataxin promoter reporter activity; 360,000 tested, 0.56% active; AID 540364; activation, % at 6 µM; HEK293 lucGAA850 FXN promoter luciferase reporter, 24 h; percent of 10 µM SAHA response;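 active = activation above the average of all compounds screened plus 3 SD, cutoff fixed separately per campaign, cut at about 7.5% in these data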;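 also: 0% = DMSO wells and 100% = 10 µM SAHA wells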
NPR2 activator: GC-B (human) receptor activation; P20594; HEK293-GC-B cells, CNP EC30, cGMP TR-FRET; 0% at EC30 CNP, 100% saturating CNP; 370,000 tested, 0.11% active; activation, % at 10 µM;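 active = activation at 10 µM reaching about 35% in either raw or pattern-adjusted values, limit read from the data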
* hit, by the source's call; x = not tested or not shown; & = joins results of further samples. Outcome played no part in choosing rows; overall some 6.7% were active at least once.

SMILES	hgDAF-12 ag	NPR1 activator	hcDAF12 agonist	HGIII-sPLA2 inh	proKLK7 act	SMARCA2 activ	ssDAF12 agonist	DAX1 inh-1	DAX1 inh-2	GAA850 FXN act	NPR2 activator
O=C1NCC(COc2ccc(Cl)cc2)O1 (stereo unspecified)	0.8	4	-1.3	-4	-0.3	2	-1.2	0.1	2.8	1.0	-4
CSCCC(NC(=O)C1CCCC1)c1nnc2ccccn12 (stereo unspecified)	1.8	-2	-1.0	2	0.7	-3	-0.9	0.4	1.6	0.7	3
C=CCC1(O)C(=O)N2C(=C1C(=O)OCC)c1ccc3ccccc3c1CC2(C)C (stereo unspecified)	-0.9	-5	-2.8	-7	0.1	-3	-1.4	-0.8	-0.9	-2.2	-4
O=C(O)c1ccccc1NC(c1ccccc1)c1ccc2cccnc2c1O (stereo unspecified)	-8.8	-10	-2.8	9	1.0	-4	-1.6	-3.6	1.3	-0.6	1
CCOCCCNC(=O)CN1CCN(c2ccc(F)cc2)CC1	0.6	3	0.1	3	-0.5	2	-1.4	0.2	-0.5	0.9	1
CCOC(=O)N1CCN(Cc2nc(-c3ccc(C)cc3)no2)CC1	0.1	-2	0.3	2	-0.2	0	-1.1	0.0	0.7	-0.8	-4
COc1ccc(OC)c(CN2C(=O)CN(S(C)(=O)=O)CC2(C)C(=O)NCc2ccccc2)c1 (stereo unspecified)	3.2	2	-1.4	2	0.9	0	-0.6	0.8	x	x	1
CCOc1ccc2nc(SCC(=O)N3c4ccccc4Sc4ccccc43)sc2c1	-2.2	1	-0.1	-4	0.0	1	-0.6	-0.1	0.6	-0.2	1
CC1(C(=O)NS(=O)(=O)C2CC2)CCCN(C(=O)c2cccs2)C1 (stereo unspecified)	0.1	1	1.3	-2	0.2	0	-1.6	-0.4	x	-0.6	0
COc1c(Cl)cc(Cl)cc1C(=O)Nc1ccc(NC(=O)c2cccs2)cc1	1.5	-5	-3.6	-5	-0.2	2	-1.5	-1.3	-1.2	-1.1	3
Cc1cccc(N=NC(=S)NNc2cccc(C)c2)c1	9.3	0	6.1*	27*	-1.1	8.7*	0.2	3.7*	2.3	5.0	-2
N#Cc1ccccc1NC(=O)COC(=O)c1ccc(S(=O)(=O)N2CCCC2)cc1	2.5	-1	0.8	-6	0.4	2	0.1	-0.1	0.8	0.3	0
O=C(CN1CCN(c2ccccc2F)CC1)N1N=CCC1c1ccccc1 (stereo unspecified)	-2.6	3	1.4	-1	0.3	-1	-1.5	0.3	0.5	2.6	8
c1ccc2sc(-c3csc4c3CCNC4)nc2c1	6.9	-1	1.9	-1	x	x	-1.5	x	x	x	-4
O=C(CCc1nnc2ccc(N3CCCCC3)nn12)NCC1CCN(Cc2ccc(F)cc2)CC1	0.7	6	2.4	8	-0.4	0	-1.3	0.3	-0.5	1.1	-5
Cc1ccc(S(=O)(=O)N(CC(=O)NCc2ccncc2)Cc2ccc(F)cc2)cc1	-0.5	-1	-2.5	-1	0.3	-2	-0.8	-0.6	0.2	0.0	-1
Cc1ccc(NC(=O)CN(C)C(=O)CCC(=O)N2CCOCC2)cc1	1.3	2	-0.8	17	-0.1	-2	-1.4	-0.3	2.2	0.2	-1
CSCCC(NS(=O)(=O)c1ccccc1F)C(=O)OCc1ccccc1Cl (stereo unspecified)	-0.8	-7	-2.0	-11	0.1	-3	-1.6	-1.0	-1.8	-3.7	5
COc1cc(/C=N/Nc2cccc(C)c2)cc(Br)c1O	-0.3	-2	5.2	19	0.1	-3	-0.4	-0.4	0.0	2.0	-4
CCN(CC)CCNC1=CC(=O)OC12CCCCC2	2.6	4	-1.2	2	0.1	2	-0.7	0.4	0.0	1.1	-1
COc1cccc(CNC(=O)C2CCC(CNS(=O)(=O)c3cccc4cccnc34)CC2)c1 (stereo unspecified)	0.0	-4	-1.0	2	0.9	-5	-1.4	-0.3	-0.5	-2.4	4
CCOC(=O)[C@]12CCCCC/C=C\1N(Cc1ccc(OC)cc1)C(=O)[C@H]2CC(=O)NCCCN1CCCC1=O	3.3	2	-0.1	4	-0.2	-2	-0.7	0.3	x	x	6
CCOC(=O)Cn1c(-c2ccccc2)ccc(C#N)c1=O	-0.4	2	-2.4	3	0.1	-4	-1.8	0.3	0.8	0.5	3
O=C(CN1C(=O)NC2(CCCCCC2)C1=O)NC1CCCCCCC1	-0.8	4	-1.5	1	-0.1	5	-1.5	0.1	0.6	-0.3	-9
Cc1nn(-c2ccccc2)c(C)c1/C=N/NC(=O)CSc1nc2ccccc2c(=O)n1-c1ccc(Br)cc1	-2.9	-7	-0.4	6	0.2	-4	-0.5	-0.6	2.5	-0.4	-5

5 structures already listed, ordered by heavy-atom count, highest first.
SMILES	hgDAF-12 ag	NPR1 activator	hcDAF12 agonist	HGIII-sPLA2 inh	proKLK7 act	SMARCA2 activ	ssDAF12 agonist	DAX1 inh-1	DAX1 inh-2	GAA850 FXN act	NPR2 activator
COc1cccc(CNC(=O)C2CCC(CNS(=O)(=O)c3cccc4cccnc34)CC2)c1 (stereo unspecified)	0.0	-4	-1.0	2	0.9	-5	-1.4	-0.3	-0.5	-2.4	4
O=C(O)c1ccccc1NC(c1ccccc1)c1ccc2cccnc2c1O (stereo unspecified)	-8.8	-10	-2.8	9	1.0	-4	-1.6	-3.6	1.3	-0.6	1
Cc1ccc(NC(=O)CN(C)C(=O)CCC(=O)N2CCOCC2)cc1	1.3	2	-0.8	17	-0.1	-2	-1.4	-0.3	2.2	0.2	-1
CCOC(=O)N1CCN(Cc2nc(-c3ccc(C)cc3)no2)CC1	0.1	-2	0.3	2	-0.2	0	-1.1	0.0	0.7	-0.8	-4
CCN(CC)CCNC1=CC(=O)OC12CCCCC2	2.6	4	-1.2	2	0.1	2	-0.7	0.4	0.0	1.1	-1

(continued)
SMILES	hgDAF-12 ag	NPR1 activator	hcDAF12 agonist	HGIII-sPLA2 inh	proKLK7 act	SMARCA2 activ	ssDAF12 agonist	DAX1 inh-1	DAX1 inh-2	GAA850 FXN act	NPR2 activator
O=C(c1ccc(C(F)(F)F)cc1)C1CCCN(C(=O)CN2C(=O)CSC2=O)C1 (stereo unspecified)	5.2	-2	0.0	-19	-0.9	2	-1.3	1.6	0.8	3.1	4
Cc1cc(C)cc(C(=O)Nc2cccc(NC(=O)c3ccco3)c2)c1	-3.7	-4	1.4	1	0.8	1	-1.2	-3.5	-0.7	-0.3	-4
CSc1ccc2c(c1)C(N1CCN(C)CC1)Cc1ccccc1S2 (stereo unspecified)	0.1&-0.2	-14&-22	-1.4&-1.9	-2&-11	-0.1&0.4	0&1	-1.6&-1.5	1.3&-0.2	0.9&-1.2	-0.9&-0.4	-13&-13
CC(=O)N1CCc2ccc(NC(=O)c3c(-c4c(Cl)cccc4Cl)noc3C)cc21	-2.0	1	-1.4	12	-0.2	-3	-1.8	-0.1	2.4	0.0	13
O=C(CO/N=C/c1ccc(OC(F)F)cc1)N1CCc2ccccc21	-3.0	-3	3.7	4	-0.4	-1	-0.6	-0.4	-0.2	4.0	0
Cc1ncc2c(c1OC(=O)c1ccccc1)COC(C)(C)OC2	1.4	-1	-0.1	2	0.0	-2	-1.4	-0.2	5.1*	-1.1	5
CCN(CC(=O)NCc1cccs1)C(=O)COc1ccc(C(C)=O)cc1	2.7	-3	-0.5	10	-0.4	0	-1.3	-1.2	0.2	0.3	-1
O=C(O)c1ccccc1-n1c(-c2ccccc2)cc2c1CCCC2=O	-1.5	-5	0.1	-2	-0.1	3	-1.2	0.6	-0.8	1.1	2
CC(NCC1(N2CCOCC2)CCCCC1)C(=O)Nc1ccc(Cl)cc1Cl (stereo unspecified)	-2.1	6	1.5	4	0.1	-4	-0.7	-0.1	0.3	-1.0	0
CCCC(C)C(=O)NCc1ccc2c(c1)OCO2 (stereo unspecified)	-0.9	3	-2.1	2	0.0	1	-1.2	0.4	0.2	-2.2	3
Cc1ccc(S(=O)(=O)CCC(=O)OCC(=O)NNC(=O)c2ccc([N+](=O)[O-])cc2)cc1	0.9	0	-0.8	-11	0.1	-2	-0.9	0.1	1.6	0.7	-2
CSc1cccc(NC(=O)CCc2ccccc2)c1	3.9	-2	2.7	1	0.0	-4	0.1	1.4	-0.8	3.2	0
CCOc1ccc(NC(=S)N2c3ccccc3CC2C)cc1 (stereo unspecified)	0.5	2	-0.6	13	0.1	-1	-1.6	0.8	0.1	-1.2	2
Cc1ccc(OCc2nnc(SCC(=O)c3cccs3)n2-c2ccccc2)cc1C	0.4	-7	-1.3	-33	-0.1	0	-1.1	-0.7	0.7	5.7	-7
CCS(=O)(=O)c1cc([N+](=O)[O-])c(Sc2ccccc2NC(C)=O)s1	-7.8	1	-2.1	-6	-0.1	-8	-1.8	-1.4	-0.6	0.7	0
Cc1ccc(C2(C)NC(=O)N(CC(=O)Nc3c(C)n(C)n(-c4ccccc4)c3=O)C2=O)cc1 (stereo unspecified)	-3.0	0	-1.3	8	-0.3	-1	-1.1	-0.1	-0.1	-3.4	-3
O=C(Cc1coc2ccc3ccccc3c12)NC1CCCc2ccccc21 (stereo unspecified)	2.5	-10	-0.7	-6	-0.7	-3	-0.7	0.0	-0.9	-0.3	-16
CN(C(=O)c1ccc(NC(=O)Cc2cccc(NC(=O)C3CCCN(C(=O)C4CC4)C3)c2)cc1)C1CC1 (stereo unspecified)	-0.6	1	-0.1	8	0.5	6	-0.7	-0.8	1.1	0.1	1
CN(C)CCCN(C(=O)c1ccc(S(=O)(=O)N2CCc3ccccc32)cc1)c1nc2ccc(F)cc2s1	-0.6	-5	0.2	-14	0.4	0	-0.9	-0.8	1.1	-0.8	-4
CCN1CCN(C(C(=O)NC2CCCCC2)c2ccc(Cl)cc2)CC1 (stereo unspecified)	0.7	-25	0.4	4	-0.7	-3	-1.2	0.2	-1.1	-0.8	-15
Cn1c(=O)c(C(=O)NCc2ccccc2)c(O)c2ccccc21	1.1	0	-0.6	8	-0.2	1	-1.5	0.1	-0.3	0.6	-3
CCOCc1nnc(NC(=O)C2CCN(C(=O)c3ccco3)CC2)s1	0.2	-9	2.5	9	0.2	-2	-0.4	0.7	-0.9	0.3	-2
NC(=O)CC(NC(=O)c1cccc(Br)c1)c1ccc(N2CCN(c3ccccn3)CC2)c([N+](=O)[O-])c1 (stereo unspecified)	-3.3	-4	-0.2	-12	-0.2	1	-1.5	-0.5	-1.8	0.1	-4
CCC1C(=O)Nc2nc(-c3ccccc3)c(-c3ccccc3)n2N=C1C (stereo unspecified)	-1.3	-4	-1.8	-7	-0.1	2	-0.9	-1.2	-0.2	-1.1	8
CC(C)(C)C1=NN(c2ccc([N+](=O)[O-])cc2)C(c2ccccc2)C1 (stereo unspecified)	5.0	-9	-0.3	10	0.3	-1	-1.1	-0.5	0.4	-1.5	-4
